# BLM inh = qHTS Assay for Inhibitors of Bloom's syndrome helicase (BLM). RecQ-like DNA helicase BLM (Homo sapiens), P54132. recombinant BLM DNA unwinding, fluorescence dequenching. hit rate 0.2% among 350,000. Potency, µM (titrated, usually from 56.1 µM), inactives show at the highest dose activity change, negative = inhibition, usual class: inhibitors;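 note: potency is the fitted concentration of half-maximal effect; plate controls were vehicle for no effect and no enzyme for full effect; nearly all actives have a fitted effect of over 35% in size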
# Pol eta inh = qHTS for Inhibitors of Polymerase Eta; Potency, µM (top dose mostly 114 µM), without a hit: at the highest dose activity change, negative = inhibition, most hits filed as inhibitors; recombinant Pol eta, fluorescent DNA replication assay; hit rate 1.2% among 390,000; note: potency is the fitted concentration of half-maximal effect; % is set by controls: 0 for no effect and ±100 for the full control effect
#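 Pol eta at 10 nM preincubated with compounds 15 min at room temperature; reaction started with fluorescent substrate (50 nM final) and read kinetically at 0 and 10 min.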
# POLK inh = qHTS for Inhibitors of Polymerase Kappa; DNA polymerase kappa (Homo sapiens), Q9UBT6; Potency, µM (doses to about 107 µM), for the others: at the top dose activity, negative = inhibition, most hits filed as inhibitors; purified Pol kappa, fluorescent DNA synthesis assay, 10 min; AID 588579, 2011; hit rate 0.53% among 400,000; note: potency is the fitted concentration of half-maximal effect; % is set by controls: 0 for no effect and ±100 for the full control effect
#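 Readout: fluorescence, taken kinetically at 0 and 10 min. Conditions: 10 nM Pol kappa, 15 min RT compound preincubation, 50 nM substrate final. Controls: enzyme-free buffer wells.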
# Pol beta inh = qHTS Assay for Inhibitors of DNA Polymerase Beta; Pol beta primer extension/strand displacement, fluorescence kinetic; Potency, µM (top dose mostly 114 µM), without a hit: at the top dose activity change, negative = inhibition, usual class: inhibitors; P06746; hit rate 1.3% among 340,000; note: potency is the fitted concentration of half-maximal effect; % is set by controls: 0 for no effect and ±100 for the full control effect
#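 Values derive from four-parameter Hill fits of normalized kinetic data: reads at 0 and 10 min following addition of 50 nM substrate to 10 nM Pol beta preincubated 15 min with compound.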
# APE1 inh = qHTS Assay for Inhibitors of the Human Apurinic/apyrimidinic Endonuclease 1 (APE1) | DNA repair nuclease/redox regulator APEX1 (Homo sapiens), P27695 | recombinant APE1, TAMRA/BHQ-2 abasic DNA cleavage fluorescence | Potency, µM (series often up to 65.8 µM), without a hit: top-dose activity change, negative = inhibition, usual class: inhibitors | hit rate 0.35% among 350,000 | AID 2517, 2012;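 note: potency is the fitted concentration of half-maximal effect; plate controls were vehicle for no effect and reference inhibitor for full effect; nearly all actives have a fitted effect of over 55% in size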
#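 Endonuclease cleavage of a quenched abasic-site DNA duplex (50 nM) by APE1 (0.75 nM) was tracked by TAMRA dequenching. Compounds were preincubated with enzyme 15 min at room temperature; data normalized to buffer-only and DMSO wells plus NSC13755 control.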
# Pol iota inh = qHTS for Inhibitors of Polymerase Iota; Pol iota fluorescent replication assay, 10 min; AID 588590, 2011; Potency, µM (top dose mostly 115 µM), without a hit: at the top dose activity, negative = inhibition, actives largely listed as inhibitors; DNA polymerase iota (Homo sapiens), Q9UNA4; hit rate 1% among 390,000; note: potency is the fitted concentration of half-maximal effect
#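 Pol iota at 10 nM preincubated 15 min with compounds at room temperature; reaction started with fluorescent substrate, 50 nM final. Fluorescence read kinetically at 0 and 10 min; buffer-only wells as negative control.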
# PGK inhibitor = qHTS Assay to Find Inhibitors of Phosphoglycerate Kinase. PGK/GAPDH coupled, Kinase-Glo luminescence, 60 min. Potency, µM (series often up to 57.5 µM), for the others: top-dose activity change, negative = inhibition, most hits filed as inhibitors. hit rate 0.043% among 380,000; note: potency is the fitted concentration of half-maximal effect; % is set by controls: 0 for no effect and ±100 for the full control effect; nearly all actives have a fitted effect of over 60% in size
#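 Luminescent ATP detection (Kinase-Glo Plus) follows a 60-minute room-temperature incubation, with wells lacking PGK as controls. Buffer: 100 mM TEA (pH 7.6), 5 mM MgCl2, 0.01% Tween-20. Coupling enzyme GAPDH (100 nM final) supplies unstable 1,3-BPG in-well.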
# RXFP1 antag = qHTS Assay for Antagonists of the Relaxin Receptor RXFP1. Relaxin receptor 1 (Homo sapiens), Q9HBX9. HEK293-RXFP1, relaxin-stimulated cAMP HTRF, 30 min; stronger effect = lower value. activity change, negative = inhibition, % at 57.5 µM. hit rate 0.59% among 350,000. AID 1259400, 2018;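 active = activity change of -60% or lower, but not beyond a set lower limit; inconclusive = change between -60% and -40%, or beyond the set limit; inactive = change above -40%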; note: % is set by controls: 0 for no effect and ±100 for the full control effect
# Target sequence (Q9HBX9 whole entry, looked up): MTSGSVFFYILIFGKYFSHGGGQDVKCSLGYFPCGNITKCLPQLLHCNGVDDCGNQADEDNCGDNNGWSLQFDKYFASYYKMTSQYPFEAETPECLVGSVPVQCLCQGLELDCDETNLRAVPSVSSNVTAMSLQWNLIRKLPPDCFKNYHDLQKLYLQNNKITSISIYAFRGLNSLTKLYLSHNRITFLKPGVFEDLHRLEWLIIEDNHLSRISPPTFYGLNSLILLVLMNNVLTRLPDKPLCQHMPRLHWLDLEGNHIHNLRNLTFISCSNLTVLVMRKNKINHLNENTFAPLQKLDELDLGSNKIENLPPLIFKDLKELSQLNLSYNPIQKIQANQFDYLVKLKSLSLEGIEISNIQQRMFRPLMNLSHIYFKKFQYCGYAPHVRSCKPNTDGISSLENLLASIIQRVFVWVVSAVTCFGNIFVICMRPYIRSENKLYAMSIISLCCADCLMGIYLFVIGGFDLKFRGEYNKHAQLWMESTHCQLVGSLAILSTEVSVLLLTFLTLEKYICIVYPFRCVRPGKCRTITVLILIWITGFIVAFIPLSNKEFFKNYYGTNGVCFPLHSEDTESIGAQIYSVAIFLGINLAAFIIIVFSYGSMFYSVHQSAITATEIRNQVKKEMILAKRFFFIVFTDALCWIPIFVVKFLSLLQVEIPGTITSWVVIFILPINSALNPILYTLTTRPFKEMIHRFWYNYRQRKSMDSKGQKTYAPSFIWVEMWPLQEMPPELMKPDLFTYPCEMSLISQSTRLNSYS
# Apoferritin bind = qHTS Assay for Identification of Novel General Anesthetics | AID 485281, 2010 | Potency, µM (doses to about 77.5 µM), for the others: at the highest dose activity change, negative = displacement, most hits filed as inhibitors | hit rate 0.074% among 350,000 | Ferritin light chain (Equus caballus), P02791 | apoferritin/1-aminoanthracene competitive binding, fluorescence; note: potency is the fitted concentration of half-maximal effect; % is set by controls: 0 for no effect and ±100 for the full control effect; nearly all actives have a fitted effect of over 20% in size
# Target sequence (P02791 2-175 limits assumed): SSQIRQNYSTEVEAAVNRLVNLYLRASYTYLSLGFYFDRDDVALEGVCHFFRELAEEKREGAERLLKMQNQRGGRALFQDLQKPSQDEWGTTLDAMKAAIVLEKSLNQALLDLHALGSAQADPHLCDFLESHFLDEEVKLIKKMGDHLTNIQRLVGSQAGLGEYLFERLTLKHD
#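 Apoferritin-based anesthetic binding model; compound displacement of fluorescent 1-AMA measured as endpoint fluorescence after 10 minutes at room temperature, scaled to free-ligand and complex controls.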
# An asterisk follows results filed as active; i = inactive; ? = inconclusive; . = not tested or not shown; [ ] = dose if it differs, or a comment. Unless noted, calls come from the whole dose curve; as a rule, active = well fitted curve in the direction sought with a large enough effect; inconclusive = small, poorly fitted or top-dose-only effect, or another doubt; inactive = no such curve, though single readings can be large; an effect the other way counts as inactive or inconclusive. Not all compounds are listed. The share of hits here may be higher or lower than overall.
SMILES,BLM inh,Pol eta inh,POLK inh,Pol beta inh,APE1 inh,Pol iota inh,PGK inhibitor,RXFP1 antag,Apoferritin bind
O=c1c(CN2CCN(Cc3ccccc3F)C(CCO)C2)coc2ccccc12 (stereo not drawn),2%,-22%,-8%,4%,6%,81%[activator],-9%,-5,-17%
Cc1ccc(S(=O)(=O)N2CCC(c3nc4c(nnn4Cc4ccccc4)c(=O)[nH]3)CC2)cc1,-10%,-22%,-4%,-28%,-5%,31%[activator],-3%,8,-2%
C/C(=N/NC(=O)Cn1nc2ccccc2n1)c1ccc(F)cc1,2%,-18%,-1%,8%,7%,3%,i,-2,1%
CC1CN(Cc2ccco2)C(=S)N(c2ccccc2)C1=O (stereo not drawn),.,-4%,-19%,.,.,7%,1%,6,.
O=C(NCC(c1ccc(F)cc1)N1CCOCC1)c1nn(-c2ccccc2)c(=O)c2ccccc12 (stereo not drawn),.,3%,-22%,.,43%,2%,1%,-3,.
Clc1ccc(N=C2SCC3CCCCN23)cc1 (stereo not drawn),-6%,2%,-13%,0%,58%,11%,-3%,-26,?
COc1cccc(-c2nnc(SCC(=O)N3CC(C)CC(C)C3)o2)c1 (stereo not drawn),2%,-4%,-20%,16%,-3%,3%,3%,.,?
CCCOC(=O)c1c(N)sc2c1CCC2,0%,1%,-25%,18%,-1%,?,-7%,11,-12%
Cc1cc(C(=O)OCC(=O)NC(C)(C)C)c2ccccc2n1,5%,-8%,-4%,1%,-3%,19%,i,-12,-10%
Cc1ccccc1-c1nnc(SCc2ccccc2F)o1,-3%,-5%,-12%,26%,-5%,13%,2%,1,?
O=C(Nc1nn[nH]n1)c1cc(-c2ccc(Cl)c(Cl)c2Cl)nc2ccccc12,-3%,10%,-3%,-2%,8%,-14%,-11%,-4,-6%
COCCn1c(SCC(=O)N2CCCc3ccccc32)nc2c(c1=O)SC(C)C2 (stereo not drawn),3%,-11%,-3%,7%,-4%,27%,-3%,-7,1%
CN(C)c1nc(-c2ccccc2)c2cnn(Cc3ccccc3)c2n1,-7%,-19%,-10%,14%,8%,36%,-1%[11.5 µM],20,0%
CNC(=S)N(Cc1ccco1)Cc1cc2cc(OC)ccc2[nH]c1=O,-5%,-6%,-10%,9%,4%,109%[activator],7%,3,-19%
O=C(C1CC(=O)N(c2ccc3c(c2)OCCO3)C1)N1CCN(S(=O)(=O)c2ccc(F)cc2)CC1 (stereo not drawn),.,-15%,-4%,.,.,48%[activator],i,5,.
COc1ccc(-n2nc(C(=O)NCC(=O)N3CCN(Cc4ccccc4)CC3)c3ccccc3c2=O)cc1,-4%,2%,-3%,39%,-11%,17%,5%,4,-7%
O=c1[nH]c(/C=C\c2ccc(O)c(Cl)c2)nc(O)c1[N+](=O)[O-],-3%,-15%,-16%,2%,36%,?,-1%,2,-1%
COc1cc(Cl)ccc1NC(=O)COc1ccccc1C(=O)N1CCN(c2ccc(O)cc2)CC1,-1%,-8%,4%,4%,-2%,3%,-9%,-15,-19%
Cc1c(C(=O)Nc2ccc(S(=O)(=O)N3CCOCC3)cc2)cccc1[N+](=O)[O-],-4%,-19%,-19%,9%,19%,51%[activator],-2%,1,?
CSc1ccc(/C=N/NC(=O)c2ccc(-n3cnnn3)cc2)cc1,.,3%,6%,.,13%,-3%,i,3,.
O=S(=O)(Cc1ccccc1)N1CCC(c2nc(-c3cccs3)no2)CC1,-10%,-5%,-12%,22%,11%,8%,3%,2,-3%
N#C/C(=N\Nc1ccc(S(=O)(=O)N2CCCCC2)cc1)C(N)=S,-2%,-12%,-4%,5%,-5%,113%[activator],i,-25,-11%
COCCCNC(=O)C1Cc2cc(S(=O)(=O)N3CCCC3)ccc2N1C(C)=O (stereo not drawn),-1%,-15%,-16%,18%,27%,0%,-3%,19,-4%
CCOC(=O)N1CCN(Cc2nc3cc(NC(=O)C(C)C)ccc3n2C)CC1,-2%,-16%,0%,6%,53%[activator],142%[activator],-1%,-10,13%
NNC(=S)NC1CCCCCCCCCCC1,-12%,-13%,-6%,-11%,13%,-14%,-4%,0,?
Cc1cc(=O)[nH]c(SCC(=O)Nc2cccc3ccccc23)c1C#N,-2%,-12%,-2%,12%,29%,-16%,-6%,-4,-5%
Fc1ccc(C2=Nn3c(Cc4ccccc4F)nnc3SC2)cc1,-2%,9%,2%,11%,24%,-8%,-9%,-11,?
Nc1ccc(CN2CCOCC2)cc1,-4%,-10%,-23%,17%,16%,9%,1%,1,-6%
COc1ccc(OC)c(NC(=O)c2cc(S(=O)(=O)NCCc3ccc(Cl)cc3)ccc2F)c1,-4%,-26%,-7%[60.1 µM],-18%,.,25%,-9%,-10,56%[activator]
CC1CC1C(=O)OCC(=O)N(C)c1c(N)n(Cc2ccccc2)c(=O)[nH]c1=O (stereo not drawn),.,-5%,-5%,.,4%,12%,8%,-13,.
O=C(Nc1nc2ccc(S(=O)(=O)N3CCCC3)cc2s1)c1ccc(F)cc1,-10%,0%,-23%,4%,.,-22%,i,-6,2%
CN(CC(=O)Nc1c(Cl)cccc1Cl)C(=O)c1cccn1C,-14%,-9%,-9%,0%,1%,6%,i,4,4%
Cn1c(SCC(=O)N/N=C/c2ccc(O)c(O)c2)nc2ccccc21,-7%,?,?,-13%,-9%,?,-7%,0,-20%
COc1ccccc1N1CCN(C2CC(=O)N(c3cccc(Cl)c3)C2=O)CC1 (stereo not drawn),-1%,-12%,5%,3%,16%,4%,i,4,-15%
O=C1CCc2cc(S(=O)(=O)NCCc3ccccc3)cc3c2N1CC3,.,-3%,-9%,.,-15%,18%,4%,-16,.
O=C(OCCN1C(=O)c2ccccc2C1=O)c1cc(S(=O)(=O)N2CCOCC2)ccc1F,0%,-13%,-5%,29%,20%,-6%,6%,-8,-16%

# Single records, as listed above:
# `CC1CC1C(=O)OCC(=O)N(C)c1c(N)n(Cc2ccccc2)c(=O)[nH]c1=O` (stereo not drawn) is entered as BLM inh = .; Pol eta inh = -5%; POLK inh = -5%; Pol beta inh = .; APE1 inh = 4%; Pol iota inh = 12%; PGK inhibitor = 8%; RXFP1 antag = -13; Apoferritin bind = .
# `COc1ccccc1N1CCN(C2CC(=O)N(c3cccc(Cl)c3)C2=O)CC1` (stereo not drawn) is entered as BLM inh = -1%; Pol eta inh = -12%; POLK inh = 5%; Pol beta inh = 3%; APE1 inh = 16%; Pol iota inh = 4%; PGK inhibitor = i; RXFP1 antag = 4; Apoferritin bind = -15%

# (more compounds)
SMILES,BLM inh,Pol eta inh,POLK inh,Pol beta inh,APE1 inh,Pol iota inh,PGK inhibitor,RXFP1 antag,Apoferritin bind
Cc1cccc(N2C(=O)CC(NNc3nc4ccccc4s3)C2=O)c1 (stereo not drawn),-3%,-8%,-6%,35%,12%,-17%,.,-7,-7%
COc1cccc(-c2noc(CCCC(=O)Nc3ccc(C(N)=O)cc3)n2)c1,-17%,-1%,-1%,13%,5%,31%[activator],2%,0,-5%
N#C/C(=C/c1cn(CC(=O)O)c2ccccc12)C(=O)Nc1ccccc1,-4%,-7%,-4%,-7%,9%,54%[activator],8%,7,-23%
Cc1ccc2cccc(NC(=O)COc3ccccc3Cl)c2n1,-4%,5%,-11%,3%,.,8%,-8%,.,36%[activator]
OCCOCCOc1ccc(-c2nn[nH]n2)cc1,1%,-8%,-17%,-12%,-8%,-13%,2%,-16,-5%
COc1cc(/C=C2/C(=O)NN(c3ccccc3)C2=O)cc(Br)c1O,-4%,-4%,-25%,4%,9%,-29%,-6%,-10,-6%
CCC(OC(=O)c1cc2sccc2n1C)C(=O)NCc1ccco1 (stereo not drawn),0%,-10%,-5%[60.1 µM],6%,-1%,25%,4%,-8,-5%
CCCCC(=O)Nc1nnn(CCC)n1,-3%,0%,-3%,-29%,2%,10%,-7%,3,-14%
O=C(O)C(C1CCCCC1)C1(O)CCCC1 (stereo not drawn),.,8%,-8%,.,.,63%[activator],-2%,1,.
CCn1c(SCc2ccccc2Cl)nc(=O)c2c(C(=O)OC)cc(C3CC3)nc21,-13%,-2%,-7%[60.1 µM],-1%,.,-15%,-4%,?,?
CN(Cc1cccc2cnccc12)C(=O)CCc1nnc(CCc2ccccc2)o1,-4%,-25%,-7%,8%,3%,46%[activator],2%,-2,-18%
Cc1ccc(-c2cc(C(F)(F)F)n3nc(C(=O)Nc4ccc(Cl)c(C(F)(F)F)c4)cc3n2)cc1,-4%,-14%,-9%,-4%,.,-2%,-6%,-6,13%
CC(C)c1nc2cc(C(=O)N(C)C3CCOCC3)ccc2o1,-1%,-14%,-8%,18%,24%,-4%,-6%,-11,-3%
O=C(Cc1ccsc1)NNC(=O)c1cccc(Cl)c1,-4%,1%,-12%,11%,9%,-1%,6%,-1,-10%
CC(C)(C)n1nnnc1CN1CCN2CCCC2C1 (stereo not drawn),-1%,-7%,-18%,-1%,-6%,1%,-4%,-1,11%
Cc1ccc2c(c1)C(=O)CC(c1ccc3c(c1)OCCO3)O2 (stereo not drawn),-5%,-19%,-6%,-1%,45%[activator],8%,-11%,-3,?
CCOC(=O)c1c(/N=C/c2cccc([N+](=O)[O-])c2O)sc(C)c1C,2%,2%,-13%,15%,9%,?,-1%,.,-17%
CCCCOc1ccc(CN2CCCCC2)cc1,4%,-11%,-4%,4%,9%,-5%,.,-2,-7%
